Screening data from PubChem.
LmPK inh – inhibitors of Leishmania mexicana pyruvate kinase; Q27686; purified LmPK, Kinase-Glo ATP luminescence, 1 h; Potency, µM (series often up to 57.5 µM), for the others: at the top dose activity change, negative = inhibition, hits mostly inhibitors; 290,000 tested, 0.37% active; note: potency is the fitted concentration of half-maximal effect; % is set by controls: 0 for no effect and ±100 for the full control effect
Target sequence (Q27686 whole entry, looked up): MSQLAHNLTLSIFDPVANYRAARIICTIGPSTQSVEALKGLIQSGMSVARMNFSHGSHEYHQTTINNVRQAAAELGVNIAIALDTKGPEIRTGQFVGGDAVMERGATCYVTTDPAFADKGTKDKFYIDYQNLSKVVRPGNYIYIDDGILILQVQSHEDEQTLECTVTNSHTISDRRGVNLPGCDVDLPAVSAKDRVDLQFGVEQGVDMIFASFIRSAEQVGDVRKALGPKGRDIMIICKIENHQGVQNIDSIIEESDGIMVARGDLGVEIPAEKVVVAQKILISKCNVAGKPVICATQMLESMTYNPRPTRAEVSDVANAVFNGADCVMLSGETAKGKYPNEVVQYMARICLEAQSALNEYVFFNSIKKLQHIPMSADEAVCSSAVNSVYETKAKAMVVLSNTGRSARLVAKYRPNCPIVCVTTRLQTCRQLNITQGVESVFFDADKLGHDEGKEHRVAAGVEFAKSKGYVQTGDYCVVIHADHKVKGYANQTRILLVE
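Kinase-Glo luminescence read after 1 h RT reaction of 0.1 nM LmPK with 0.5 mM PEP and 0.1 mM ADP. Activity scaled between uninhibited and enzyme-free controls.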
TbPYK inhibitor – T. brucei pyruvate kinase inhibition; Q57TT1; Potency, µM (doses to about 76.8 µM), for the others: at the highest dose activity, negative = inhibition, usual class: inhibitors; TbPYK enzyme, Kinase-Glo Plus ATP luminescence, 45 min; AID 624173; 410,000 tested, 0.12% active; note: potency is the fitted concentration of half-maximal effect; % is set by controls: 0 for no effect and ±100 for the full control effect; nearly all actives have a fitted effect of over 50% in size
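Luminescent Kinase-Glo Plus end-point after 45 min room-temperature reaction of T. brucei pyruvate kinase started with 130 uM ADP (final). Buffer TEA 50 mM pH 7.2 with KCl, MgCl2, BSA, Tween-20; titration-based qHTS with fitted concentration-effect curves.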
CHX counter – counter-screen for Shiga toxin inhibitors: cycloheximide protein synthesis inhibition. AID 2314. max response, %. cell reporter, cycloheximide protein synthesis inhibition counterscreen. 300,000 tested, 12% active; in the data active = max response mostly above about 13%, no sharp cut-off; inactive = mostly below about 14%; note: read at 38.3 µM for the half of the compounds with a filed dose; 0% is about no effect
AmpC inh no detg – inhibitors of E. coli AmpC beta-lactamase without detergent; P00811; AmpC nitrocefin hydrolysis, absorbance 480 nm, 0.0001% Triton; Potency, µM (top dose mostly 57.1 µM), for inactives: at the highest dose activity change, negative = inhibition, most hits filed as inhibitors; 330,000 tested, 0.52% active;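 note: potency is the fitted concentration of half-maximal effect; plate controls were no compound for no effect and no enzyme for full effect; nearly all actives have a fitted effect of over 20% in size; some results filed as inactive show a strong effect at the top dose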
Target sequence (P00811 whole entry, looked up): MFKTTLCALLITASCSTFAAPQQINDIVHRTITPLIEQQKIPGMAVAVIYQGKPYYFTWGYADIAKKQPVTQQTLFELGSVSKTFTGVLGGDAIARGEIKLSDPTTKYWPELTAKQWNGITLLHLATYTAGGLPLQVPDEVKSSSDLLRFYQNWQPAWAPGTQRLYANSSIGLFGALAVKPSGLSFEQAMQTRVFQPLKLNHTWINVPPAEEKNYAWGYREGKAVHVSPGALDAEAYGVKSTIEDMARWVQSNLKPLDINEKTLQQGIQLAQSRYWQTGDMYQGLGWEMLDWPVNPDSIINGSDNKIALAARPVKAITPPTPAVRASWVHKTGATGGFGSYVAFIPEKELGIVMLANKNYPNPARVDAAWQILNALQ
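AmpC (5.3 nM in the dispensed reagent) in 20 mM phosphate pH 7.0 with 0.01% (detergent screen) or 0.0001% Triton X-100 was preincubated with compounds for 15 min at room temperature. Nitrocefin was then added from an 800 uM solution, and hydrolysis was followed at 480 nm.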
Pf growth 96h – P. falciparum growth inhibition at 96 hour, primary screen for plastid delayed-death inhibitors. AID 504834. Potency, µM (titrated, usually from 28.7 µM), for inactives: at the top dose activity change, negative = inhibition, actives largely listed as inhibitors. 320,000 tested, 6.9% active. P. falciparum luciferase reporter growth, 96 h; note: potency is the fitted concentration of half-maximal effect; % is set by controls: 0 for no effect and ±100 for the full control effect
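P. falciparum expressing integrated firefly luciferase, in erythrocytes at 2% hematocrit, 0.05% parasitemia, incubated with compounds 96 h at 37 C, 5% CO2. Growth inhibition read as loss of luminescence; two-generation exposure targets delayed-death apicoplast inhibitors.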
Pf growth 48h – inhibits P. falciparum growth in the first generation, 48 h; P. falciparum luciferase growth in erythrocytes, 48 h; Potency, µM (top dose mostly 28.7 µM), inactives show at the highest dose activity change, negative = inhibition, actives largely listed as inhibitors; 310,000 tested, 5.9% active; AID 504832; note: potency is the fitted concentration of half-maximal effect; % is set by controls: 0 for no effect and ±100 for the full control effect
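Cell-based growth assay: transgenic P. falciparum expressing firefly luciferase, cultured in red cells within RPMI 1640 containing 0.5% w/v Albumax, 24 mM bicarbonate and gentamycin. A drop in luciferase activity indicates inhibition.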
Shiga inhibitor – inhibitors of Shiga toxin in Vero cells. Vero cells, Shiga toxin protein synthesis inhibition reporter. inhibition, % at 38.7 µM. 290,000 tested, 9.2% active; in the data active = inhibition mostly above about 28%, no sharp cut-off; inactive = mostly below about 43%; note: 0% is about no effect
* marks the source's active call; other numbers are inactive results; ? = inconclusive; . = no result given; & = joins results of further samples; [ ] = dose if it differs, or a comment. Unless noted, calls come from the whole dose curve; as a rule, active = well fitted curve in the direction sought with a large enough effect; inconclusive = small, poorly fitted or top-dose-only effect, or another doubt; inactive = no such curve, though single readings can be large; an effect the other way counts as inactive or inconclusive.

No.	Compound	LmPK inh	TbPYK inhibitor	CHX counter	AmpC inh no detg	Pf growth 96h	Pf growth 48h	Shiga inhibitor
1	Cc1oc(-c2cccc(F)c2)nc1CN1CCCCC1CCn1cccn1 (stereo not given)	4%	-1%	-2	43%	0%	13µM*	10
2	CCOc1ccc2nc(NC(=O)C3=NN(c4ccccc4)C(=O)CC3)sc2c1	-3%	1%	30*	-9%	112%[activator]	1%	55
3	Cc1cccc(COCC(CC(C)C)N2CCN(C(=O)c3ccc(C(C)(C)C)cc3)CCC2=O)c1 (stereo not given)	-7%	-11%	2	221%[activator]	?	7.4µM*	47
4	CCOC(=O)c1[nH]c(C)c(C(=O)NCCCOC(C)C)c1C	1%	4%	5	20%	24%	18%	-15
5	O=C(c1noc2c1CCc1ccccc1-2)N1CCCc2ccccc21	0%	-4%	21*	-14%	.	3.3µM*	19
6	Cc1c(NC(=O)Nc2ccccc2[N+](=O)[O-])c(=O)n(-c2ccccc2)n1C	-3%	-4%	-2	-13%	20%	1%	4
7	O=C(/C=C/c1ccc([N+](=O)[O-])s1)N1CCCC1	0%	1%	-2	-7%	10µM*	13µM*	10
8	COc1ccccc1C(=O)N/C(=C\c1cn(C)c2ccccc12)C(=O)N1CCOCC1	3%	3%	11	107%[activator]	?	?	-6
9	CC(C)(C(N)=O)c1ccccc1	-7%	-8%	-6	-11%	22%	28%	-6
10	COC(=O)CCC(C)N1CCC(Oc2ccc(C(=O)NCc3ccccn3)cc2)CC1 (stereo not given)	-8%	-4%	-1	-42%	75%[activator]	-5%	-3
11	COC(=O)N1N=C(c2ccc(Br)cc2)CC1(O)C(F)(F)F (stereo not given)	-6%	-5%	47*	-13%	9%	104%[activator]	40*
12	CCCC(C)(COC(N)=O)COC(N)=O	.	-2%	.	.	18%	-6%	.
13	CCOC(=O)N1CCN(c2ccc(C(=O)c3ccccc3)cc2F)CC1	-3%	-10%	29*	61%[activator]	59%[activator]	33%[activator]	77*
14	Cc1cc(COc2ccccc2OCc2cc(C)no2)on1	-4%	11%	0	-3%	.	2%	-2
15	CCSc1ccccc1C(=O)n1nnc2ccccc21	-1%	-6%	-6	.	.	-11%	-7

Grouped by structure: those above containing a halogen.
No.	Compound	LmPK inh	TbPYK inhibitor	CHX counter	AmpC inh no detg	Pf growth 96h	Pf growth 48h	Shiga inhibitor
1	Cc1oc(-c2cccc(F)c2)nc1CN1CCCCC1CCn1cccn1 (stereo not given)	4%	-1%	-2	43%	0%	13µM*	10
11	COC(=O)N1N=C(c2ccc(Br)cc2)CC1(O)C(F)(F)F (stereo not given)	-6%	-5%	47*	-13%	9%	104%[activator]	40*
13	CCOC(=O)N1CCN(c2ccc(C(=O)c3ccccc3)cc2F)CC1	-3%	-10%	29*	61%[activator]	59%[activator]	33%[activator]	77*

Remaining list, next part.
No.	Compound	LmPK inh	TbPYK inhibitor	CHX counter	AmpC inh no detg	Pf growth 96h	Pf growth 48h	Shiga inhibitor
16	CCOC(=O)C1=C(C)NC(C)=C(C(=O)OCC)C1c1cccs1	5%	-6%	-1	-5%	9.3µM*	9.3µM*	11
17	O=C(N/N=C/c1ccccn1)c1cccnc1	4%	1%	18*	-23%	?	8%	39*
18	Nc1ccc(C(=O)N/N=C/c2cn(Cc3ccccc3)c3ccccc23)cc1	7%	-7%	17*	-38%	?	0%	16
19	CC1(c2ccccc2)NC(=O)N(CCOc2ccccc2)C1=O (stereo not given)	1%	1%	-2	-25%	5%	-8%	-9
20	CCN(CC)S(=O)(=O)c1ccc(NC(=O)CCN2C(=O)C3CC=CCC3C2=O)cc1 (stereo not given)	.	-7%	.	-16%	?	-15%	.
21	Cc1cccc(-c2nnc(SCc3cc(=O)[nH]c4ccccc34)n2C)c1	8%	-5%	-4	-11%	?	13µM*	8
22	CCCCOC(=O)/C(=C/C=C/c1ccccc1)NC(=O)c1ccccc1	5%	3%	49*	-38%	-22%	?	41
23	CS(=O)(=O)c1ccc2nc(NC(=O)c3ccccc3Cl)sc2c1	-6%	-5%	15*	-13%	?	9%	59*
24	O=C(CSc1n[nH]c(=O)n1Cc1ccco1)Nc1ccccc1Cl	-4%	-15%	5	-11%	4.7µM*	?	13
25	Cc1c(C(=O)OC2CCCCC2)sc2nc[nH]c(=O)c12	8%	-1%	8	-2%	-1%	?	15
26	COc1cccc(/C(O)=C2/C(=O)C(=O)N(Cc3cccnc3)C2c2ccco2)c1 (stereo not given)	7%	0%	16	-13%	.	3%	-24
27	CCOC(=O)c1oc2nc(CC(C)C)c3c(c2c1N)CCCC3	2%	-2%	6	85%[activator]	?	?	-5
28	Cc1cnn(Cc2cccnc2)c1N	-1%	0%	-3	-12%	45%[activator]	113%[activator]	-4
29	O=C(c1ccccc1Br)N1CCCC(c2nc(-c3cccs3)no2)C1 (stereo not given)	-3%	2%	36*	17%	12%	7%	114*
30	Cc1ccc(NC(=O)CSc2nc(N)cc(=O)[nH]2)cc1Cl	0%	2%	1	?	2%	?	-8

Additional entries.
No.	Compound	LmPK inh	TbPYK inhibitor	CHX counter	AmpC inh no detg	Pf growth 96h	Pf growth 48h	Shiga inhibitor
31	Cn1c(=O)c2c(nc(N3CCCCCC3)n2CC(O)COc2ccc(Cl)cc2)n(C)c1=O (stereo not given)	3%	1%	-3	-5%	45%[activator]	3%	-12
32	COCc1c(C(=O)N2CCN(c3ncccn3)CC2)oc2ccccc12	.	0%	.	21%	?	-25%	.
33	COc1ccc(-c2cc(-c3n[nH]c(=S)n3-c3ccccc3Cl)[nH]n2)cc1	-5%	?	-2	-46%	-8%	14%[5.75 µM]	-6
34	CC(C)(C)c1ccc(C(=O)NNC(=O)Cc2ccccc2)cc1	-1%	-7%	38*	-14%	.	55%[activator]	77*
35	Nc1nc(-c2ccc([N+](=O)[O-])cc2)cs1	2%	6%	10	-13%	42%[activator]	41%[activator]	29
36	CC1CCc2c(C(=O)Nc3cccc(-c4nn[nH]n4)c3)csc2C1 (stereo not given)	-1%	-4%	19	-49%	3%	50%[activator]	40
37	COc1cc(Cl)c(S(=O)(=O)NCCN2CCOCC2)cc1Cl	0%	2%	7	-15%	.	13%	4
38	CSc1ccccc1C(=O)Nc1cccc(C)c1	-3%	1%	11	-18%	4%	.	-4
39	Cc1ccc(-c2csc3ncnc(SCC(=O)c4ccc5c(c4)OCCO5)c23)cc1	0%	1%	-3	-32%	6%	-5%	-15
40	CC(C)CN1CCC(CNC(=O)CCc2nnc(Cc3c[nH]c4ccccc34)o2)CC1	3%	-5%	1	-37%	?	15%	-2
41	CC(=O)Nc1nonc1NC(=O)CSc1nc2ccccc2o1	7%	-6%	5	-25%	13%	?	-2
42	CC(=O)NC(=O)c1ccccc1O	.	-6%	.	.	5.4µM*	-12%	.
43	Cc1ccc(N=Cc2c(O)cc(C)oc2=O)c(C)c1	2%	2%	-1	-19%	9%	-11%	-1
44	O=C(Nc1ccc(O)c(C(=O)O)c1)Oc1ccccc1	-2%	-5%	1	-25%	35%[activator]	10%	-2
45	Cc1ccc(CC(=O)NNC(=O)c2ccncc2)cc1C	.	?	.	-23%	18%	?	.

Carrying on:
No.	Compound	LmPK inh	TbPYK inhibitor	CHX counter	AmpC inh no detg	Pf growth 96h	Pf growth 48h	Shiga inhibitor
46	O=C(CSc1nc(=O)n2ccccc2n1)N1CCCc2ccccc21	.	1%	.	-8%	?	0%	.
47	COc1cc(Cl)ccc1NC(=S)N(CCCN1CCOCC1)Cc1cn(C)c2ccccc12	2%	?	-5	184%[activator]	-12%	?	-2
48	CC(C)NC(=O)CN1CCN(Cc2nc(C(c3ccccc3)c3ccccc3)no2)CC1	-1%	5%	6	134%[activator]	-26%	9.3µM*	7
49	Cc1ccc(-c2nnc(Nc3ccc(OCC(N)=O)cc3)c3ccccc23)cc1S(N)(=O)=O	0%	1%	-5	-6%	58%[activator]	13µM*	3
50	CC(=O)N1CCc2cc(S(=O)(=O)NCCC(=O)NCCc3ccc(Cl)cc3)ccc21	-1%	0%	3	16%	3%	?	10
51	COc1ccc(CNC(=O)CCc2c(C)nc3cc(-c4ccccc4OC)nn3c2C)cc1	7%	1%	-2	139%[activator]	?	?	-17
52	Cc1nc(C(=O)N2CCc3c([nH]c4ccccc34)C2c2cc(F)ccc2F)cs1 (stereo not given)	3%	-3%	24*	12%	28%	10µM*	40*
53	O=C(c1cc2sccc2n1Cc1ccccc1)N1CCN(c2nc3ccccc3s2)CC1	1%	9%	9	-16%	?	?	29
54	CCOC(=O)c1oc2cc(OCC(N)=O)ccc2c(=O)c1-c1ccc(OC)c(OC)c1	-2%&1%	-1%	-2&-5	-14%&36%	-9%	18%	2&26
55	C=CCNC(=S)NNC(=O)c1ccccc1	-3%	3%	0	-3%	108%[activator]	20%	-2
56	O=C(NCCc1ccc(Cl)cc1)C1CCN(S(=O)(=O)N2CCC3(CC2)OCCO3)CC1	-2%	4%	-1	2%	?	-1%	-15
57	CC(C)(O)C#Cc1ccc(CN2CCN(C3CCCCC3)C(CCO)C2)cc1 (stereo not given)	-2%	2%	-1	-8%	?	?	-2
58	CCn1nc(C)c(CN2CCC(C(=O)Nc3cccc(-c4cccc(F)c4)c3)CC2)c1C	8%	5%	-5	109%[activator]	4%	10µM*	-4
59	Nc1n[nH]c(CO)n1	-14%	1%	-2	-9%	38%[activator]	-1%	-14
60	Cn1c(Cc2ccccc2)nnc1SCC(=O)Nc1cccc(S(=O)(=O)NC2=NCCCCC2)c1	2%	-2%	-3	-8%	?	-24%	9

Next part
No.	Compound	LmPK inh	TbPYK inhibitor	CHX counter	AmpC inh no detg	Pf growth 96h	Pf growth 48h	Shiga inhibitor
61	CCN(CC(=O)NCc1cccs1)C(=O)c1cc(S(=O)(=O)N2CCCCC2)ccc1Cl	.	1%	.	-12%	-27%	-29%	.
62	COc1cc2c(cc1OC)CN(C(=S)NC(=O)c1ccccc1)CC2	-1%	-13%	1	57%	?	-17%	-3
63	Cc1ccc(NS(=O)(=O)c2cccc(C(=O)N3CCCC(C)C3)c2)cc1 (stereo not given)	.	1%	.	-1%	-2%	-19%	.
64	CCCCN(CCCC)C1=Nc2ccccc2N/C1=C(/C#N)C(=O)OCC	-1%	-4%	-2	-16%	?	-34%	21
65	COc1ccccc1CCNS(=O)(=O)c1c(C)n(C)c(=O)n(C)c1=O	-2%	4%	-1	-3%	6%	-3%	-13
66	CC1=NN(C(C#N)c2ccccc2)C(C)(C)C1 (stereo not given)	-4%	-3%	-2	-7%	6%	28%	-7
67	O=C(c1ccc([N+](=O)[O-])s1)N1CCCc2ccccc21	-4%	5%	-3	-10%	-20%	?	-8
